ADAM10 inh: human ADAM10 inhibitors, primary screen, biochemical, QFRET, HTS; Disintegrin and metalloproteinase domain-containing protein 10 (Homo sapiens), O14672; recombinant ADAM10, EDANS/DABCYL FRET peptide cleavage, 3 h; inhibition, % at 7 µM; 0.62% of 370,000 active;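 active means inhibition above a per-campaign cutoff equal to the mean of compounds falling between control-based bounds plus 3 SD, cut at about 20% in these data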;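 further: 0% = DMSO wells while the 100% control is not disclosed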
ADAM17 inh: ADAM17 inhibitors, primary screen, biochemical, QFRET; recombinant ADAM17, EDANS/DABCYL FRET peptide cleavage; Disintegrin and metalloproteinase domain-containing protein 17 (Homo sapiens), P78536; 0.83% of 370,000 active; inhibition, % at 6.95 µM;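 active means inhibition above the mean of compounds lying between control limits plus 3 SD, set per campaign, cut at about 8.5% in these data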;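 further: 0% = DMSO-only wells as the low control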
Tn6 DDE FP: inhibitors of Tn6 peptide binding to fibrin DD(E), primary screen, biochemical, fluorescence polarization, human fibrin, Tn6 probe; Fibrin DD(E) TRITC-Tn6 fluorescence polarization displacement; inhibition, % at 8.3 µM; 0.21% of 370,000 active; AID 720509, 2013;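 active means inhibition above a per-campaign cutoff: mean of compounds within control limits plus 3 SD, cut at about 15% in these data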;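 further: 0% = median of all compound wells on the plate and 100% = blocking peptide control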
Target sequence (P02675 whole entry, looked up): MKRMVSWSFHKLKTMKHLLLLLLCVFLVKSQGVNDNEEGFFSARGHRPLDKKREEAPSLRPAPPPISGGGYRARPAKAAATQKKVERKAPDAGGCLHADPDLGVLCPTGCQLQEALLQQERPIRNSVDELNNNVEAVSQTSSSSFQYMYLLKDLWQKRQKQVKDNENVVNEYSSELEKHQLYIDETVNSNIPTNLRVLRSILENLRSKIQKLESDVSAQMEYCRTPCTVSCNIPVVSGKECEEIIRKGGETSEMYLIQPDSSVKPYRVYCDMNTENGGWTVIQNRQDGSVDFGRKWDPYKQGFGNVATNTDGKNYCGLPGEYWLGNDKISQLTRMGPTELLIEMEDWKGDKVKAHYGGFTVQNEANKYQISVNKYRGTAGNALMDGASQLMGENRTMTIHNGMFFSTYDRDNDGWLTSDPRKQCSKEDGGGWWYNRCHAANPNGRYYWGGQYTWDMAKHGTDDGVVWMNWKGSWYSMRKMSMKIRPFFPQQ
PLC-beta3 inh: human PLC-beta3 inhibitors, primary screen, biochemical, fluorescence. 1-phosphatidylinositol 4,5-bisphosphate phosphodiesterase beta-3 (Homo sapiens), Q01970. Purified PLC-beta3, fluorogenic substrate. inhibition, % at 12.2 µM. 0.18% of 370,000 active. AID 720704, 2013; in the data active means inhibition above about 11%;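 further: 0% = median of compound wells on plate and 100% = full blocker control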
TDP2 absorb: human TDP2 enzyme inhibitors, primary screen, biochemical, epi absorbance, recombinant enzyme; Tyrosyl-DNA phosphodiesterase 2 (Homo sapiens), O95551; T5PNP hydrolysis, p-nitrophenol absorbance 415 nm; inhibition, % at 12.8 µM; 0.34% of 370,000 active;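 active means inhibition above the mean of all tested compounds plus 3 SD, set per campaign, cut at about 25% in these data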;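 further: 0% = DMSO with enzyme and 100% = buffer with substrate but no TDP2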
Target sequence (O95551 whole entry, looked up): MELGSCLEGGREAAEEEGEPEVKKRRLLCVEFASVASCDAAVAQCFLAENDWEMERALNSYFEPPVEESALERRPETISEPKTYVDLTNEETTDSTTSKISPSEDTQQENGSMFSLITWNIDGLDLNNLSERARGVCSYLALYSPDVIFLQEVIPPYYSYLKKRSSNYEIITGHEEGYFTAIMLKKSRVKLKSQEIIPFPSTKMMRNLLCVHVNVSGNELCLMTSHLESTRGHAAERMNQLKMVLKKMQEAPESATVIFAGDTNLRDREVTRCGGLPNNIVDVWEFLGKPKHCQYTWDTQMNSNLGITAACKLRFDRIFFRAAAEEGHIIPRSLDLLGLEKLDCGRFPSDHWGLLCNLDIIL
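test system = human TDP2 enzyme | input = TDP2 enzyme at 120 nM final | medium = 50 mM Tris-HCl pH 7.5 with Mg2+, KCl, DTT, BSA | also added = T5PNP substrate, 5 mM | times = 2 h at 37 °C | technique = epi absorbance | benchmarks = high control without enzyme, low control DMSO plus TDP2 | replication = each compound tested once, singlicate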
ASAP1 GAP inh: inhibitors of human ASAP1 ArfGAP activity, primary screen, biochemical, fluorescence polarization. ASAP1-stimulated ARF1 GTP hydrolysis, GDP FP detection. inhibition, % at 16.5 µM. 0.19% of 360,000 active. AID 624377, 2012; in the data active means inhibition above about 25%;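 further: 0% = vehicle with enzyme and substrate and 100% = no enzyme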
SIAE inh: human SIAE inhibitors, primary screen, biochemical, fluorescence polarization, FP-Rh probe, 1536-well HTS | 0.69% of 370,000 active | SIAE FP-Rh probe binding | Sialate O-acetylesterase (Homo sapiens), Q9HAT2 | inhibition, % at 9.66 µM | AID 1053197, 2014;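 active means inhibition above a cutoff: mean of compounds within the control limits plus 3 SD of those, cut at about 17% in these data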;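 further: 0% = plate median of compound wells and 100% = probe without SIAE protein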
Tn7 DDE FP: inhibitors of Tn7 peptide binding to fibrin DD(E), primary screen, biochemical, fluorescence polarization, human fibrin, Tn7 probe | FP displacement of FITC-Tn7 peptide from fibrin DD(E); 0% = median of compound wells per plate | Fibrinogen beta chain (Homo sapiens), P02675 | 0.13% of 370,000 active | inhibition, % at 8.3 µM;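 active means inhibition above the mean of compounds falling within the control limits plus 3 SD of them, cut at about 14% in these data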;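 further: 0% = plate median of compound wells and 100% = 10 µM Aha-Tn7 peptide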
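Assay system: human fibrin DD(E) protein / Input: 2 µM fibrin DD(E) / Benchmarks: high control of 10 µM Aha-Tn7 peptide / Measured by: fluorescence polarization of the labelled Tn7 tracer / Medium: Tris buffer with calcium and detergent, pH 7.8 / Timing: 10 min compound pre-incubation, 3 h probe incubation at room temperature / Repeats: one replicate per compound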
ARFGAP1 inh: inhibitors of rat ARFGAP1 GAP activity, primary screen, biochemical, fluorescence polarization, GDP tracer | ADP-ribosylation factor GTPase-activating protein 1 (Rattus norvegicus), Q62848 | inhibition, % at 16.5 µM | 0.26% of 360,000 active | Arfgap1-stimulated ARF1 GTP hydrolysis, GDP FP detection;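 active means inhibition above a per-plate limit, mean inhibition of low control wells plus 3 SD, cut at about 25% in these data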;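 further: 0% = DMSO wells with enzyme and 100% = wells lacking Arfgap1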
Target sequence (Q62848 1-136 limits assumed): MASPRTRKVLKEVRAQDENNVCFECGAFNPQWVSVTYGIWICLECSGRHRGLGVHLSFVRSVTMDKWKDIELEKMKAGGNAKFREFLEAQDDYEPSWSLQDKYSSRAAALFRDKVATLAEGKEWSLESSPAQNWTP
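System: truncated rat Arfgap1 GAP domain / Medium: HEPES-based buffer, pH 7.5 / Also added: N-terminally truncated human ARF1-GTP substrate / Incubation: enzyme reaction 120 min at 25 °C after 20 min preincubation / Measured by: FP of antibody-bound GDP Alexa 633 tracer, ex 620/em 688 nm / Replicates: singlicate, each compound tested once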
PLCg1 inh: PLC-gamma1 enzyme inhibitors, primary screen, biochemical, fluorescence, purified enzyme; 1-phosphatidylinositol 4,5-bisphosphate phosphodiesterase gamma-1 (Homo sapiens), P19174; fluorogenic substrate; inhibition, % at 12.2 µM; 0.84% of 370,000 active; in the data active means inhibition above about 9.5%
An asterisk follows results filed as active; . = no result given.

PLC-beta3 inh,TDP2 absorb,PLCg1 inh,ARFGAP1 inh,ADAM10 inh,SIAE inh,Tn7 DDE FP,Tn6 DDE FP,ADAM17 inh,ASAP1 GAP inh,SMILES
-7.3,-8.9,-2.9,4.2,-19.6,8.3,3.3,5.9,-5.6,-7.1,Cc1ccc(C)c(NC(=O)C2CCCN2S(=O)(=O)c2ccc3c(c2)n(C)c(=O)c(=O)n3C)c1 (stereo not drawn)
-4.9,1.8,3.4,-3.7,2.7,0.8,-4.9,4.7,-0.9,-12.7,CS(=O)(=O)Cc1ccc(C(=O)NC2CCCc3ccccc32)cc1 (stereo not drawn)
-11.5,3.8,-6.0,-0.6,0.5,-0.6,-2.5,1.4,-4.4,1.1,CN1CCC(=NNC(=O)c2cc(-c3ccc(Cl)cc3)n[nH]2)CC1
-4.4,15.3,2.8,-7.4,0.1,3.6,1.2,4.2,-1.1,-7.0,CCOc1cc(CN2CCN(c3ncccn3)CC2)ccc1OC
-2.5,-3.5,4.8,8.9,6.2,1.8,1.8,-3.8,1.0,5.9,COc1ccccc1CC(=O)N1CCN(c2ccc(F)cc2)CC1
6.8,-11.4,3.4,3.8,-0.8,4.2,-5.0,-0.9,-1.1,3.0,CCCNC(=O)C(NS(=O)(=O)c1cccc2nsnc12)c1ccccc1 (stereo not drawn)
-2.8,-2.4,4.5,11.9,-4.7,-3.9,3.8,-2.4,-2.9,1.4,O=C(NCCc1cccc(F)c1)C1CCN(S(=O)(=O)c2ccccc2)CC1
2.9,8.9,0.1,5.2,-2.6,0.7,-5.7,6.6,1.3,5.9,CC(=O)OCC(OC(C)=O)C(OC(C)=O)C(OC(C)=O)C(=O)Nc1ccccc1C (stereo not drawn)
-3.8,-2.5,5.1,12.1,-3.0,-0.7,4.3,0.9,-3.6,-5.8,CC(=O)c1cccc(NC(=O)Cn2c(=O)oc3cc(S(=O)(=O)N4CCCC4)ccc32)c1
-5.8,5.4,-16.9,5.7,-0.8,-0.8,3.0,-0.7,-3.1,-5.1,COc1cc(NC(=O)c2cc(C(C)C)on2)c(OC)cc1Cl
-138.7,-11.8,-122.7,5.8,-48.6,10.0,-6.2,-6.9,-12.8,2.9,COc1ccc(OC)c(/C=N/NC(=O)c2cc3c(OC)c(OC)ccc3[nH]2)c1
0.7,9.6,2.0,-9.1,-13.3,4.5,8.6,0.5,-5.8,-0.8,COC(=O)/C=C1\OCc2cc(OC)c(OCc3ccccc3)cc21
1.2,-2.8,-1.5,4.3,-5.3,13.1,2.8,7.1,-3.3,-1.4,C=CCn1c(NCc2ccccc2)nc2ccccc21
0.3,4.2,-1.6,-6.7,-13.4,3.7,-3.0,1.8,-6.4,3.6,COc1ccc(NC(=O)NC(C)(C(F)(F)F)C(F)(F)F)cc1
-6.2,-2.8,-6.7,8.4,5.5,9.4,-5.3,-3.0,2.1,16.4,Cc1[nH]c2ccccc2c1CC(=O)Nc1ccc(Nc2cccnc2)c(-c2ccc(Oc3ccccc3)cc2)c1
-6.3,-1.8,-0.7,65.5*,-4.7,-16.1,8.7,-4.0,-5.9,82.5*,O=C(N/N=C/c1ccc(Cl)c([N+](=O)[O-])c1)c1ccc2c(c1)OCCO2
-4.8,5.2,-2.4,-13.5,5.2,-2.9,-11.9,5.0,-0.8,-5.4,O=C(c1cccc(N2C(=O)C3C4C=CC(C4)C3C2=O)c1)N1CCN(c2ccccc2Cl)CC1 (stereo not drawn)
3.5,-6.6,-0.7,-6.8,5.5,3.2,1.0,6.2,3.3,0.6,COC(=O)C1=CN(c2ccc(OC)cc2)C=C(C(=O)OC)C1c1ccc(C)c([N+](=O)[O-])c1
-6.4,-4.2,-2.3,-3.2,4.8,2.6,-14.8,3.1,3.2,19.7,COc1cccc(NC(=O)c2cc([N+](=O)[O-])ccc2NC(=O)CNCC2CCCO2)c1 (stereo not drawn)
-4.1,13.7,1.3,-14.1,-3.7,10.1,9.1,4.5,-1.8,1.4,Cn1cnnc1SCC(=O)Nc1ccc(Cl)cc1
5.5,-6.2,6.4,-7.0,0.9,-3.3,-8.2,2.0,7.0,9.4,Cc1nc2sc(C(c3ccc(F)cc3)N3CCN(C(=O)c4ccco4)CC3)c(O)n2n1 (stereo not drawn)
4.8,10.7,1.0,1.6,6.9,3.6,0.9,-3.7,-2.0,-3.1,N#Cc1cccc(NC(=O)c2ccccc2C(=O)O)c1
2.1,-9.1,2.8,-6.0,6.5,-2.0,0.1,-1.9,0.5,-4.0,CCOC(=O)N1CCN(S(=O)(=O)c2cc(OCC(=O)NC3CCCCC3)c(C)cc2Cl)CC1
-3.7,-11.1,-1.1,-1.8,-8.3,-4.8,0.7,-2.8,-5.8,-2.7,NC(=O)c1ccc(N2CCN(c3ccccc3F)CC2)c([N+](=O)[O-])c1
-1.2,6.0,1.2,.,1.6,1.1,-4.4,0.9,1.5,.,CC(C)=CCC[C@@]1(C(=O)O)[C@@H]2C/C=C(\C)CC/C=C(\C)CC[C@H]1[C@]1(CC2)CO1
-3.0,10.7,3.4,-22.9,8.5,2.8,5.8,3.0,0.8,-11.9,CCCCc1ccc(NC(=O)C(=O)NCCN2CCN(C(=O)c3ccc([N+](=O)[O-])cc3)CC2)cc1
3.5,-1.1,3.1,-7.1,3.0,-0.7,-0.2,4.4,2.5,-3.2,O=C(CSCc1cccs1)N1CCCC1
3.1,1.0,1.9,7.2,2.5,0.6,-11.8,1.1,2.0,15.6,Cc1ccccc1NC(=S)N(C)Cc1cn(C)c2ccccc12
-4.3,7.7,-0.1,7.3,-8.7,13.2,-2.6,-4.5,-3.4,-2.2,CCCN(CCC)C(=O)CC(c1ccccc1)C1CCOC(C)(C)C1 (stereo not drawn)
-1.6,10.1,-3.1,-2.8,-2.0,9.2,6.0,-0.5,-5.1,-10.7,CCOC(=O)CNC(=O)C(CC(C)C)NC(=O)C1CCCCC1 (stereo not drawn)
-19.2,-3.0,-10.8,-4.5,-195.9,-5.5,0.8,0.1,-72.9,2.8,CCOC(=O)c1sc2nc(C)nc(NCc3ccccc3)c2c1C
-39.3,-4.6,-42.2,-5.4,-20.0,-1.1,3.4,-4.3,-13.1,-9.3,CCOC(=O)C1=C(C)NC2=C(C(=O)CCC2)C1c1coc2ccccc2c1=O (stereo not drawn)
-18.9,-12.6,-9.4,10.0,-7.5,-2.2,4.6,-0.6,1.1,-5.2,N#C/C(=C\c1cccn1S(=O)(=O)c1ccccc1)S(=O)(=O)c1ccc(F)cc1
3.1,4.8,-1.2,-5.0,6.9,-0.7,5.0,1.1,0.3,-2.7,Cc1ccc(C(=O)Nc2cc(=O)n(C)c(=O)n2C)o1
-10.7,-9.0,-3.0,-3.1,2.3,-6.9,2.3,-3.2,-2.1,-0.8,Cc1ccc2c(c1)C(c1ccccc1)N(C(=O)c1ccccc1)CC(=O)N2 (stereo not drawn)
-4.7,-2.8,0.7,-0.6,5.7,-1.9,-1.4,8.2,0.5,-4.1,CCOC(=O)N1CCN(Cc2ccc(OCC(O)CN3CCCCC3)cc2)CC1 (stereo not drawn)
5.5,-18.0,2.9,-8.7,6.5,-5.7,2.0,-5.6,4.4,2.1,CCn1c(SCCOc2ccc(OC)cc2)nnc1C(CO)NC(=O)c1ccc(OC)cc1 (stereo not drawn)
-5.8,11.4,-1.5,-3.8,-5.8,6.9,-1.7,4.5,0.1,0.9,Cc1cccc(C(=O)NC(C)C2CC3CCC2C3)c1 (stereo not drawn)
-10.9,0.0,-9.3,-0.6,-15.6,3.7,2.0,-3.3,-3.0,15.7,Cc1cccc(NC(=S)N2CCn3cccc3C2c2cccnc2)c1 (stereo not drawn)
-6.2,-3.0,4.5,-0.4,-1.9,2.5,1.4,-2.4,-4.3,-5.7,CCOc1ccc(S(=O)(=O)N2CCC(C(=O)NC3CCCC3)CC2)cc1

Looked up by compound from above:
PLC-beta3 inh,TDP2 absorb,PLCg1 inh,ARFGAP1 inh,ADAM10 inh,SIAE inh,Tn7 DDE FP,Tn6 DDE FP,ADAM17 inh,ASAP1 GAP inh,SMILES
-4.7,-2.8,0.7,-0.6,5.7,-1.9,-1.4,8.2,0.5,-4.1,CCOC(=O)N1CCN(Cc2ccc(OCC(O)CN3CCCCC3)cc2)CC1 (stereo not drawn)
-39.3,-4.6,-42.2,-5.4,-20.0,-1.1,3.4,-4.3,-13.1,-9.3,CCOC(=O)C1=C(C)NC2=C(C(=O)CCC2)C1c1coc2ccccc2c1=O (stereo not drawn)
-11.5,3.8,-6.0,-0.6,0.5,-0.6,-2.5,1.4,-4.4,1.1,CN1CCC(=NNC(=O)c2cc(-c3ccc(Cl)cc3)n[nH]2)CC1

Screens (PubChem)
